Source: PubChem (National Center for Advancing Translational Sciences (NCATS))
Menin-MLL TR inh = displaces Texas Red mutant MLL peptide from human menin. Potency, µM (doses to about 61.6 µM), for the others: top-dose FP activity change, negative = inhibition, actives largely listed as inhibitors. Menin + Texas Red MLL mutant peptide, fluorescence polarization. O00255. 270,000 tested, 0.23% active; active means well fitted inhibition curve with a large enough effect in the polarisation, with a control signal flat, not every such curve was filed as active; inconclusive means small, poorly fitted or top-dose-only effect, or effect the other way, or a change in a side signal; inactive means no such curve, though single readings can be large or run the other way; the % refers to the polarisation; further: potency means the concentration at half of the fitted maximal effect; % of control where 0% means no effect; many of its hits are not listed in these tables
S-ASM inh = inhibitors of human secretory acid sphingomyelinase. P17405. placental ASM, HMU-PC fluorogenic substrate, 60 min. Potency, µM (doses to about 57.5 µM), without a hit: at the top dose activity change, negative = inhibition, actives largely listed as inhibitors. 340,000 tested, 0.006% active; further: potency means the concentration at half of the fitted maximal effect
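Fluorescence read-out (Ex 386 nm, Em 447 nm) after stopping the reaction at pH 10. Enzyme: ASM from human placenta; substrate HMU-PC0, 9 uM final; 60 min, 37 °C. Compound preincubation 10 min, ambient temperature.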
A-T KAP1 phos = potential ataxia-telangiectasia treatments restoring KAP-1 phosphorylation; 320,000 tested, 0.19% active; Potency, µM (series often up to 57.5 µM), inactives show at the top dose activation, hits mostly activators; […] A-T fibroblasts, KAP-1 phosphorylation AlphaLISA; neocarzinostatin DNA damage 30 min before lysis; further: potency means the concentration at half of the fitted maximal effect; % of control where 0% means no effect; nearly all actives have a fitted effect of over 45% in size
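hTERT-immortalized A-T patient fibroblasts ([…]), 500 cells/well in OPTI-MEM, 1% FBS, got compounds for 60 min, then NCS for 30 min at 37C. Lysates were then assayed for phospho-KAP-1 by AlphaLISA (anti-pKAP1 donor, anti-KAP1 acceptor beads), 6 hr at 25C.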
a7 integrin act = activates integrin-mediated alleviation for muscular dystrophy; alpha7betagal myoblasts, beta-gal FDG fluorescence, 48 h; Potency, µM (series often up to 38.3 µM), without a hit: at the top dose activation, actives largely listed as activators; 350,000 tested, 0.064% active; AID 624291;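 further: potency means the concentration at half of the fitted maximal effect; 100% = response of the positive control SU9516; nearly all actives have a fitted effect of over 60% in size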
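alpha7betagal+/- myoblasts (passage 13, 250/well) treated 48 h at 37C with compounds at 1:260 dilution of DMSO stock. Lysed, then beta-galactosidase activity read as FDG fluorescence (ex 480/em 540) after 30 min, with pre-read for autofluorescence.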
CXXC DNA block = blocks binding of human MLL CXXC domain to DNA; Potency, µM (titrated, usually from 115 µM), without a hit: at the highest dose activity change, negative = inhibition, usual class: inhibitors; 290,000 tested, 0.037% active; MLL-CXXC / FITC-HOXA9 DNA fluorescence polarization; AID 2662; active means well fitted inhibition curve with a large enough effect in the polarisation, with a control signal flat, not every such curve was filed as active; inconclusive means small, poorly fitted or top-dose-only effect, or effect the other way, or a change in a side signal; inactive means no such curve, though single readings can be large or run the other way; the % refers to the polarisation; further: potency means the concentration at half of the fitted maximal effect
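Steps: dispense CXXC domain solution (7 uM) → pin compounds or unlabeled HOX-A9 DNA control → 5 min ambient → add FLSN-HOX-A9 solution (50 nM) → spin → 30 min ambient → fluorescence polarization. Tris pH 7.5/NaCl/DTT/BSA buffer.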
MBNL1 CUG block = MBNL1-poly(CUG) RNA binding inhibition; TR-FRET MBNL1-His/biotin-(CUG)12 binding, 665/545 ratio; AID 2675; Potency, µM (doses to about 57.5 µM), for inactives: top-dose activity change, negative = inhibition, most hits filed as inhibitors; 280,000 tested, 0.036% active; active means well fitted inhibition curve with a large enough effect in the signal ratio, with a control signal flat, not every such curve was filed as active; inconclusive means small, poorly fitted or top-dose-only effect, or effect the other way, or a change in a side signal; inactive means no such curve, though single readings can be large or run the other way; the % refers to the signal ratio; further: potency means the concentration at half of the fitted maximal effect; on the % scale 0 is the no-effect control and ±100 the full control effect
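Compound titration spanned 92 nM–58 uM against the MBNL1-His/biotin-(CUG)12 complex. After 60 min at room temperature with 5 nM streptavidin-XL665 and 0.055 ng/ul terbium anti-His, ratiometric 665/545 nm emission (Ex 340 nm) normalized to controls.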
TCR act = T cell receptor activation; primary human leukocytes, anti-CD3, IL-2 HTRF, 48 h; Potency, µM (doses to about 9.22 µM), without a hit: at the highest dose activation of IL-2 secretion, usual class: activators; 330,000 tested, under 10 active; AID 504894; further: % of control where 0% means no effect
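1) Mix primary human leukocytes, a-CD3 beads and compound. 2) Incubate 48 hr. 3) Add HTRF IL-2 reagents (a-IL-2-K, a-IL-2-d2).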
Mito fusion act = blocks mitochondrial division or promotes mitochondrial fusion. S. cerevisiae fusion-defective mutant growth rescue, CellTiterGlo 48 h. Potency, µM (series often up to 46.1 µM), for inactives: top-dose growth rescue (activation), most hits filed as activators. AID 485298. 320,000 tested, 0.23% active;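 further: potency means the concentration at half of the fitted maximal effect; % of control where 0% means no effect; nearly all actives have a fitted effect of over 45% in size; temperature-sensitive fusion mutants such as fzo1-1 at 37 °C on non-fermentable ethanol glycerol medium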
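Compounds are tested for their ability to restore growth of mitochondrial fusion-defective yeast strains at non-permissive 37C in YPEG medium over 48 hours. Viability is quantified by luciferase luminescence.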
TSG101-PTAP inh = blocks PTAP/TSG101 interaction to inhibit HIV-1 budding; 340,000 tested, under 10 active; Potency, µM (titrated, usually from 115 µM), for the others: top-dose activity change, negative = inhibition, hits mostly inhibitors; AID 493005; Q99816; Fluorescence polarization, FITC-PTAP peptide / Tsg101 binding; active means well fitted inhibition curve with a large enough effect in the main read-out, with a control signal flat, not every such curve was filed as active; inconclusive means small, poorly fitted or top-dose-only effect, or effect the other way, or a change in a side signal; inactive means no such curve, though single readings can be large or run the other way; further: potency means the concentration at half of the fitted maximal effect; % of control where 0% means no effect
Target sequence (Q99816 whole entry, looked up): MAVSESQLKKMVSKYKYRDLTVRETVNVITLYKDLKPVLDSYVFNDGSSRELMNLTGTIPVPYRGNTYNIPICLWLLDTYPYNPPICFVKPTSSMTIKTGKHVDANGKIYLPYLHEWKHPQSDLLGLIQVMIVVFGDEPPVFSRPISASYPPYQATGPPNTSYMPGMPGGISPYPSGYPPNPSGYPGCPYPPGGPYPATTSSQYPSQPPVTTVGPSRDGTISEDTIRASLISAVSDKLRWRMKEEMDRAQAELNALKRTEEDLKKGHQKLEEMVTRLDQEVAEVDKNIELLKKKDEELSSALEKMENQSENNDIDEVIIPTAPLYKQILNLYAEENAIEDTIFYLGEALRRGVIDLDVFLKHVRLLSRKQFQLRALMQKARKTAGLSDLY
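Tsg101 binding domain (10 uM final) was mixed with compound and a FITC-labeled PTAP peptide (50 nM final) in HEPES pH 7.5 buffer with NaCl, Tween 20, EDTA and TCEP; fluorescence polarization was read after 20 min at r.t.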
TSHR antagonist = blocks TSH signaling through the human TSH receptor; P16473; TSHR-expressing cells, TSH-stimulated cAMP HTRF, 2 h; stronger effect = lower value; activity change, negative = inhibition, % at 11.5 µM; 330,000 tested, 0.2% active;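 active means activity change below a set negative limit, meaning inhibition stronger than a set level, cut at about -70% in these data; inconclusive means activity change between two set negative limits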; further: on the % scale 0 is the no-effect control and ±100 the full control effect
Target sequence (P16473 whole entry, looked up): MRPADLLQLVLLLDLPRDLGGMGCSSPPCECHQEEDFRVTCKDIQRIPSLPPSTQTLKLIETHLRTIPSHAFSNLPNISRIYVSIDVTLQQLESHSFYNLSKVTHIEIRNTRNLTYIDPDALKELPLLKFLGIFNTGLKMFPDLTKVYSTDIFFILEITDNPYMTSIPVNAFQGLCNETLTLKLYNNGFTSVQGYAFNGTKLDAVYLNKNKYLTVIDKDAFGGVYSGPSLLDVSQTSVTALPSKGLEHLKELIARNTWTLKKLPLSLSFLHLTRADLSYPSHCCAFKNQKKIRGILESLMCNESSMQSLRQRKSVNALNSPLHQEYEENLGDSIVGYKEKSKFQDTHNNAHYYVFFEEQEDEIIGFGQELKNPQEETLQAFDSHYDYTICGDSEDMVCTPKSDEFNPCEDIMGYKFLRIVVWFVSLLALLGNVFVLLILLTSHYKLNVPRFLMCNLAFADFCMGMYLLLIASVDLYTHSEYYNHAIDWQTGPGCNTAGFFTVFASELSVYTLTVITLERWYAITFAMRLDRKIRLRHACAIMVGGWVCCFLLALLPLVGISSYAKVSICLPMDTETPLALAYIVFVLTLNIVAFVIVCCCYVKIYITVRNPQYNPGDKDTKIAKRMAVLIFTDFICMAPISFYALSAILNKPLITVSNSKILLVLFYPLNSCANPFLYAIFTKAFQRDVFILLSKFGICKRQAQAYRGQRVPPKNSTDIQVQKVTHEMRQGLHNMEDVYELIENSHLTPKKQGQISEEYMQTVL
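Antagonism was scored as loss of TSH-driven cAMP in TSHR cells, stimulated with 4nM TSH (EC80) for 2 hours at 37 deg C and detected by homogeneous HTRF competition immunoassay.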
An asterisk follows results filed as active; & = joins results of further samples; [ ] = dose if it differs, or a comment. Unless noted, the call rests on the fitted dose curve; in most records, active means well fitted curve in the direction sought with a large enough effect; inconclusive means small, poorly fitted or top-dose-only effect, or another doubt; inactive means no such curve, though single readings can be large; an effect the other way counts as inactive or inconclusive. The list is partial; count on the stated rates, not on these rows.

For O=S(=O)(c1ccc(Oc2ccc(Br)cc2F)nc1)N1CCCCC1 the results were Menin-MLL TR inh -0.5%, S-ASM inh -7.7%, A-T KAP1 phos 10.6%, a7 integrin act 0.0%, CXXC DNA block -7.4%, MBNL1 CUG block -1.9%, TCR act 0.3%, Mito fusion act -2.7%, TSG101-PTAP inh -8.3% and TSHR antagonist -45.8.
NC(=O)c1c(N)sc2c1CCC2 was read as Menin-MLL TR inh -5.8%, S-ASM inh 2.6%, A-T KAP1 phos 0.9%, a7 integrin act 12.1%, CXXC DNA block 45.2%[activator], MBNL1 CUG block 8.6%, Mito fusion act 3.3%, TSG101-PTAP inh -4.4% and TSHR antagonist 6.1.
For O=C(CSCc1ccc(F)cc1)N1CCN(c2ccccc2)CC1 the results were Menin-MLL TR inh -14.1%, S-ASM inh -3.1%, A-T KAP1 phos 4.2%, a7 integrin act 13.3%, CXXC DNA block -1.2%, MBNL1 CUG block -0.4%, TCR act 0.5%, Mito fusion act -3.7%&5.7%, TSG101-PTAP inh 0.3% and TSHR antagonist -1.4.
Screening O=C(c1ccc(NC(=S)NCc2ccco2)cc1)N1CCCCC1 returned Menin-MLL TR inh -19.7%, S-ASM inh -0.9%, A-T KAP1 phos 8.6%, a7 integrin act -10.6%, CXXC DNA block -4.9%, MBNL1 CUG block -0.9%, TCR act 5.4%, Mito fusion act -10.6%, TSG101-PTAP inh -0.7% and TSHR antagonist -2.3.
C=CCc1cc(/C=N\NC(=O)CSc2nnc(CCCc3ccc(OC)c(C)c3)o2)cc(OC)c1O was read as Menin-MLL TR inh -19.5%, S-ASM inh -0.4%, A-T KAP1 phos 10.3%, a7 integrin act 5.2%, CXXC DNA block 4.0%, MBNL1 CUG block -1.0%, TCR act -1.1%, Mito fusion act -4.7%, TSG101-PTAP inh -0.4% and TSHR antagonist -7.0.
Screening CCC(=O)Nc1ccc(C(=O)NNC(=O)c2cccc(C)c2)cc1 returned Menin-MLL TR inh inconclusive, S-ASM inh 0.5%, A-T KAP1 phos 7.0%, a7 integrin act inconclusive, CXXC DNA block inconclusive, MBNL1 CUG block -3.7%, TCR act -4.9%, Mito fusion act 3.4%, TSG101-PTAP inh -4.0% and TSHR antagonist 7.9.
For CS(=O)(=O)N(CC(=O)N1CCCC1)c1cc(Cl)ccc1Cl the results were Menin-MLL TR inh -4.9%, S-ASM inh 1.2%, A-T KAP1 phos 1.5%, a7 integrin act 26.0%, CXXC DNA block -0.6%, MBNL1 CUG block -8.5%, TCR act 0.6%, Mito fusion act -0.8%, TSG101-PTAP inh -5.9% and TSHR antagonist -6.0.
`O=C(NNS(=O)(=O)c1ccc([N+](=O)[O-])cc1)c1ccncc1` gave Menin-MLL TR inh 9.1%, S-ASM inh 3.3%, A-T KAP1 phos -5.8%, a7 integrin act 37.0%, CXXC DNA block 0.2%, MBNL1 CUG block inconclusive, TCR act -4.9%, Mito fusion act -3.2%, TSG101-PTAP inh -6.9% and TSHR antagonist 6.0.
CCN(Cc1ccccc1)C(=O)COC(=O)CNC(=O)c1ccc(C)s1 was read as Menin-MLL TR inh 2.9%, S-ASM inh 1.0%, A-T KAP1 phos -3.3%, a7 integrin act inconclusive, CXXC DNA block 4.8%, MBNL1 CUG block -2.7%, TCR act 6.6%, Mito fusion act 2.7%, TSG101-PTAP inh -4.5% and TSHR antagonist -7.5.
N/N=C1\CCCc2nonc21 was read as Menin-MLL TR inh 23.4%, S-ASM inh -0.7%, A-T KAP1 phos 0.5%, a7 integrin act -10.6%, CXXC DNA block 4.2%, MBNL1 CUG block 5.0%, TCR act -3.7%, Mito fusion act 0.0%, TSG101-PTAP inh -5.8% and TSHR antagonist 4.2.
`COC(=O)CCCNC(=O)c1ccccn1` gave Menin-MLL TR inh 10.8%, S-ASM inh 15.9%, A-T KAP1 phos -0.3%, a7 integrin act inconclusive, CXXC DNA block 0.1%, MBNL1 CUG block 0.3%, TCR act 9.4%, Mito fusion act 0.7%, TSG101-PTAP inh 0.6% and TSHR antagonist -7.1.
CC1C(=O)N2CCCc3cc(NC(=O)C(=O)NCCN4CCOCC4)cc1c32 (centres undefined) was read as S-ASM inh 3.9%, A-T KAP1 phos 2.2%, a7 integrin act 27.3%, TCR act 2.0%, Mito fusion act -5.2%, TSG101-PTAP inh -1.8% and TSHR antagonist 8.9.
Cc1c(C(=O)N2CCOCC2)c(S(=O)(=O)Nc2ccccc2)c(C)n1C was read as S-ASM inh 2.4%, A-T KAP1 phos 8.9%, a7 integrin act -14.7%, CXXC DNA block 28.5%, MBNL1 CUG block 1.3%, TCR act 5.8%, Mito fusion act 0.4%, TSG101-PTAP inh 3.3% and TSHR antagonist -1.5.
For CCC1CCCCN1Cc1cc(OC)c(O)c([N+](=O)[O-])c1 (centres undefined) the results were Menin-MLL TR inh -8.9%, S-ASM inh -1.4%, A-T KAP1 phos 0.8%, a7 integrin act -0.3%, CXXC DNA block -8.0%, MBNL1 CUG block inconclusive, TCR act 7.6%, Mito fusion act -2.2%, TSG101-PTAP inh -8.3% and TSHR antagonist -4.0.
COc1ccc(-n2cc(CN3CCC(OC)CC3)c(-c3cccc(F)c3)n2)cc1 was read as Menin-MLL TR inh -10.8%, S-ASM inh 6.5%, A-T KAP1 phos 11.5%, a7 integrin act inconclusive, CXXC DNA block -4.0%, MBNL1 CUG block 3.0%, TCR act 5.1%, Mito fusion act -7.9%, TSG101-PTAP inh -2.4% and TSHR antagonist 7.4.
`Nc1c(C(=O)NC2CCCC2)c2nc3ccccc3nc2n1N` gave Menin-MLL TR inh 2.5%, S-ASM inh 19.8%, A-T KAP1 phos 7.5%, a7 integrin act 2.8%, CXXC DNA block 83.9%[activator], MBNL1 CUG block 10.0%, TCR act -4.7%, Mito fusion act 5.4%, TSG101-PTAP inh -6.3% and TSHR antagonist -8.8.
CCN(CC)C(=O)[C@H]1C[C@H](CC(=O)NCCCn2ccnc2)C(=O)N2CCc3c([nH]c4cc(-c5ccco5)ccc34)[C@]12C was read as S-ASM inh 4.6%, A-T KAP1 phos 8.7%, a7 integrin act -3.8%, TCR act -8.0%[46.1 µM], TSG101-PTAP inh -3.9% and TSHR antagonist 45.8.
For COc1ccc(NC2CCCN(C(=O)c3cc(C)nc4cc(F)ccc34)C2)cc1 (centres undefined) the results were Menin-MLL TR inh -7.9%, S-ASM inh 0.2%, A-T KAP1 phos -2.0%, a7 integrin act 8.3%, CXXC DNA block 3.5%, MBNL1 CUG block -5.2%, TCR act -0.6%, Mito fusion act -11.0%, TSG101-PTAP inh -4.0% and TSHR antagonist 9.2.
Screening O=C1CCC(C(=O)NCc2ccccc2)N1 (centres undefined) returned Menin-MLL TR inh 2.2%, S-ASM inh -0.4%, A-T KAP1 phos 13.3%, a7 integrin act 3.6%, CXXC DNA block -5.0%, MBNL1 CUG block -0.2%, TCR act 3.0%, Mito fusion act -0.7%, TSG101-PTAP inh -1.6% and TSHR antagonist 42.9.
`O=C(O)/C=C/C(=O)Nc1nccs1` gave Menin-MLL TR inh -4.1%, S-ASM inh 7.9%, A-T KAP1 phos 1.9%, a7 integrin act inconclusive, CXXC DNA block 23.7%, MBNL1 CUG block -10.9%, TCR act -1.1%, Mito fusion act 17.7%, TSG101-PTAP inh -4.5% and TSHR antagonist -6.5.
`C=CCNC(=S)N/N=C1\CCS(=O)(=O)c2ccccc21` gave Menin-MLL TR inh -8.9%, S-ASM inh 2.7%, A-T KAP1 phos 25.0%, a7 integrin act 21.0%, CXXC DNA block -9.5%, MBNL1 CUG block 9.7%, TCR act 1.1%, Mito fusion act -11.6%, TSG101-PTAP inh 0.4% and TSHR antagonist -4.9.
CSc1ccc(CN(C)CCc2ccccn2)cc1 was read as Menin-MLL TR inh -3.6%, S-ASM inh -1.5%, A-T KAP1 phos -1.8%, a7 integrin act 22.4%, CXXC DNA block -7.4%, MBNL1 CUG block -7.6%, TCR act -1.8%, Mito fusion act -1.6%, TSG101-PTAP inh -1.3% and TSHR antagonist -21.5.
`COc1ccc(C(CC(=O)NCCN2CCOCC2)NS(=O)(=O)c2ccc(C)cc2)cc1` (centres undefined) gave Menin-MLL TR inh -2.1%, S-ASM inh 1.3%, a7 integrin act 10.3%, CXXC DNA block 8.9%, MBNL1 CUG block -1.9%, TCR act 10.0%, Mito fusion act -1.6%, TSG101-PTAP inh -8.6% and TSHR antagonist -3.4.
Screening CC(C)NC(=O)NC(=O)COc1ncnc2sccc12 returned Menin-MLL TR inh 0.1%, S-ASM inh 8.8%, A-T KAP1 phos 11.1%, a7 integrin act 3.0%, CXXC DNA block 7.1%, MBNL1 CUG block -3.6%, Mito fusion act 11.1%, TSG101-PTAP inh -4.9% and TSHR antagonist 41.6.
